Screening results deposited in PubChem BioAssay by several laboratories.
NR2E3 ag-1: NR2E3 (human) agonism; 320,000 tested, 0.12% active; Q9Y5X4; inhibition of corepressor binding, % at 4.78 µM; AID 2300; GST-NR2E3/biotin-RetCOR TR-FRET, 1536-well;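 active = percent inhibition above the cutoff of mean plus 3 SD of all tested compounds, set per screening campaign, cut at about 20% in these data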;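 also: 0% = DMSO wells and 100% = biotin wells as full block of FRET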
Target sequence (Q9Y5X4 whole entry, looked up): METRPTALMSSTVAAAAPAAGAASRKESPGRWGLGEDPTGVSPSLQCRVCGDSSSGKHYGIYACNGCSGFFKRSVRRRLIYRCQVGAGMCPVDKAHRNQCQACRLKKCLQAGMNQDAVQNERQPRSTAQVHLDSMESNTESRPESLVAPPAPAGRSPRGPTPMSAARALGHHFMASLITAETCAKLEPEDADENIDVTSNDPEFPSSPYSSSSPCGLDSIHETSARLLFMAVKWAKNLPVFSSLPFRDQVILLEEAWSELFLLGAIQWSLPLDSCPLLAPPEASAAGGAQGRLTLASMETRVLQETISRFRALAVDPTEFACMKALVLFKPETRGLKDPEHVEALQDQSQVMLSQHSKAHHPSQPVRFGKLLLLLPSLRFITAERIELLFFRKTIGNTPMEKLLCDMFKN
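Material – GST-tagged NR2E3 plus biotinylated RetCOR corepressor · Quantity – NR2E3 fusion 1.35 nM · Times – 5 h incubation at 4 °C · Medium – pH 7.5 Tris-based buffer · Technique – TR-FRET, Eu(K)-anti-GST donor, streptavidin-D2 acceptor, ex 340, em 617/671 nm · Benchmarks – high control biotin, low control 0.6% DMSO · Format – 1536-well plates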
NR2E3 ag-2: activates human NR2E3 receptor; Q9Y5X4; CHO-S Gal4-NCOR/VP16-NR2E3 two-hybrid, luciferase; inhibition of corepressor binding, % at 3.98 µM; 360,000 tested, 0.35% active; AID 602229;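 active = inhibition above the mean of all tested compounds plus 3 SD, cut at about 70% in these data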;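 also: 0% = DMSO with NR2E3 transfected cells and 100% = cells lacking NR2E3 construct; higher means lower luciferase signal from less NR2E3 corepressor binding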
CaV13 FRET inh: Primary screen for inhibitors of IQ motif and Ca2+-dependent inactivation inhibitor domain binding in CACNA1D, Förster resonance energy transfer in living cells, … | HEK cells, CFP/YFP FRET ICDI-IQ, plate reader, 10 min; percent FRET-ratio fall versus neutral wells | inhibition, % at 12.3 µM | 340,000 tested, 0.098% active;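 active = mean replicate inhibition of at least 30% and at least 1% of replicates passing that level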;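 also: 0% = median of the neutral control wells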
MITF TRPM1 inh: MITF TRPM1 promoter inhibition in SK-MEL-5 cells. SK-MEL-5 TRPM1 promoter luciferase, 24 h. inhibition, % at 12.5 µM. 330,000 tested, 0.83% active. AID 488899;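 active = mean inhibition across replicates of 60% or more, whatever share of single replicates reaches that level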; also: values of inactives mirror those of a sister screen read the other way
Vif inh: blocks HIV Vif function; HEK293T cells, Vif self-association by quenched fluorescence, imaging, 24 h; inhibition, % at 7.49 µM; AID 602346; 340,000 tested, 0.35% active; in the data active = inhibition above about 50%, passing the limit was not always enough; also: some results filed as inactive read as strong as hits
Shn3 3UTR inh: inhibitors of Schnurri-3 3'UTR reporter in osteoblasts | Clone20 osteoblast Shn3 3'UTR firefly luciferase, 24 h | inhibition, % at 12.5 µM | 360,000 tested, 0.52% active;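 active = mean inhibition of at least 75% with every replicate also reaching 75%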;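 also: 0% = median of neutral control wells and 100% = pilot-screen positive control compound; some compounds past the cut are filed as inactive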
KKLEB tox: CF airway cell cytotoxicity counter-screen; KKLEB CF airway cells viability, ATPlite luminescence, overnight; active compounds read low; cells stimulated with P. aeruginosa culture filtrate; activity change (cytotoxicity), % at 5 µM; 360,000 tested, 0.36% active; AID 602141;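 active = corrected activity change at or below -50% at 5 µM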
PDI turbidity: PDI (human) enzyme inhibition; PDI insulin aggregation turbidity, A650, 90 min; inhibition, % at 10 µM; 350,000 tested, 0.052% active;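 active = mean inhibition across replicates of 30% or more, whatever share of single replicates reach that level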;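 also: absorbance from insulin aggregation driven by PDI reduction with DTT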
Target sequence (P07237 whole entry, looked up): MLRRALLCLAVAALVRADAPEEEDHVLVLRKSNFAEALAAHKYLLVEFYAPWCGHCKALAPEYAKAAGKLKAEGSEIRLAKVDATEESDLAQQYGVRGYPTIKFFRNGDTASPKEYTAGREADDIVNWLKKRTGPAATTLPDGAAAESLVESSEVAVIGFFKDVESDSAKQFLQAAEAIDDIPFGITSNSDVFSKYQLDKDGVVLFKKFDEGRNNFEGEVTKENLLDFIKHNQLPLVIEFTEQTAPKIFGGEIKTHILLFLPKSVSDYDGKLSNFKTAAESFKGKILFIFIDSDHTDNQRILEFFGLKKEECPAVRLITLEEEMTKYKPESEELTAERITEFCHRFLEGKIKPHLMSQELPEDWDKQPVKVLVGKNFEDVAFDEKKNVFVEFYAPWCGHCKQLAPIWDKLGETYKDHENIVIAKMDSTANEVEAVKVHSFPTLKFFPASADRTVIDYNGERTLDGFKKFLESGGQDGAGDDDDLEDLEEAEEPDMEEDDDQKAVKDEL
Peg3 prom inh: inhibitors of Peg3 promoter. HeLa PEG-Prom luciferase reporter, luminescence, overnight. 360,000 tested, 1.7% active. inhibition, % at 20 µM;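 active = inhibition of at least 50% at 20 µM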
HIF-2a block: inhibitors of HIF-2a | 786-0 RCC cells HIF-2a reporter, luciferase luminescence, overnight | inhibition, % at 18.8 µM | 360,000 tested, 0.72% active | AID 624352;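 active = inhibition of the luminescence signal of 40% or more relative to plate controls, in a single-dose primary screen at 18.75 µM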
CF NFkB block: cystic fibrosis NF-kB activation inhibition | KKLEB NF-kB-GFP reporter, PAF-induced, GFP fluorescence overnight | inhibition, % at 5 µM | 360,000 tested, 0.86% active | AID 588850;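 active = at least 50% inhibition at 5 µM, scaled per plate between neutral and stimulator controls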;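 also: PAF is a Pseudomonas aeruginosa culture filtrate used as stimulus; plate controls were PAF-stimulated DMSO wells for no effect and unstimulated DMSO wells for full effect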
An asterisk follows results filed as active; x = not tested or not shown; & = joins results of further samples.

cpd | SMILES | NR2E3 ag-1 | NR2E3 ag-2 | CaV13 FRET inh | MITF TRPM1 inh | Vif inh | Shn3 3UTR inh | KKLEB tox | PDI turbidity | Peg3 prom inh | HIF-2a block | CF NFkB block
1 | CN1C[C@@H]2[C@@H]3C(=O)N(Cc4ccccc4)C(=O)[C@@H]3[C@](Cc3ccccc3)(C1=O)N2C(=O)c1ccc(C(F)(F)F)cc1 | x | -27 | -9 | 12 | 1 | -33 | -3 | 0 | 1 | 9 | 2
2 | COc1cc(NC(=O)c2onc(C)c2Cl)c(OC)cc1Cl | 3 | -13 | -5 | x | 10 | 4 | -4 | 0 | 18 | 13 | -4
3 | CCN(C[C@H]1N[C@@](Cc2ccccc2)(C(=O)OC)[C@H]2C(=O)N(Cc3ccccc3)C(=O)[C@@H]12)S(=O)(=O)c1ccc(F)cc1 | x | 4 | -10 | 9 | x | 2 | 21 | 3 | -12 | 2 | 6
4 | Cc1cc(C(=O)Nc2ccc3c(c2)OCCO3)c2ccccc2n1 | 1 | -16 | 0 | 6 | -8 | -1 | 6 | 2 | -17 | 16 | 7
5 | CSCC[C@H](NC(=O)c1cccs1)C(=O)N1CCC2(CC1)NCCc1[nH]cnc12 | -4 | -2 | -7 | 3 | -9 | -5 | 9 | 6 | -3 | 4 | 4
6 | CC(=O)NN1C(=O)c2ccccc2NC1c1ccccn1 (stereo not drawn) | 1 | 13 | -3 | -6 | 1 | -11 | 7 | 6 | 5 | 12 | 6
7 | CCCCCC/C(C=O)=C\c1ccccc1 | 2 | -6 | x | -11 | 11 | 1 | 0 | x | -20 | -5 | 0
8 | NNC(=O)COc1ccc(F)cc1 | 1 | 4 | -14 | -5 | 4 | -25 | -2 | -4 | 0 | 18 | 3
9 | Cc1ccc(CSc2nnc(-c3ccncc3)o2)c(C)c1 | 2 | -6 | -6 | -4 | 18 | -12 | 8 | 2 | 0 | -22 | 1
10 | O=CNC(Cc1ccccc1)C(=O)O (stereo not drawn) | 0 | 3 | -5 | 5 | -1 | 9 | -19 | -11 | 5 | 13 | 5
11 | COc1ccc(/C=C2\SC(=S)N(CCC(=O)N3CCCCC3)C2=O)cc1 | 4 | -15 | -3 | 13 | -19 | -6 | 0 | -17 | 50* | 76* | 12
12 | Cc1cc2occ(CC(=O)NC3=NCCS3)c2cc1C(C)C | -1 | -7 | -5 | 3 | -14 | 15 | 11 | 7 | 9 | 9 | -2
13 | O=C(NCCc1ccccc1C(F)(F)F)c1cc(COc2ccccc2)on1 | x | -9 | -16 | x | -3 | -7 | -5 | 0 | 8 | -3 | 5
14 | c1ccc(N=Nc2ccc(C3=NCCO3)cc2)cc1 | x | -62 | -6 | x | -6 | 0 | -13 | -1 | -118 | -138 | -45
15 | CCC(C(=O)NC(C)(C)C)N(C(=O)Cn1nnc(-c2ccccc2F)n1)c1cccc2c1CCCC2 (stereo not drawn) | 5 | 6 | -5 | 4 | 0 | -11 | -9 | 9 | 8 | 7 | -18
16 | COC(=O)c1cc(Br)ccc1-c1ccc(/C=N/n2nnnc2N)o1 | 0 | 7 | -4 | 30 | 0 | -6 | 6 | -2 | 46 | 5 | -10
17 | N#Cc1c(Nc2ccccc2)sc(C(=O)c2ccccc2)c1N | 1 | -14 | x | 10 | -2 | -8 | -17 | -4 | -5 | -11 | 24
18 | O=C(NN1CC(C(=O)OCc2ccc(Br)cc2)CC1=O)c1ccccc1 (stereo not drawn) | 1 | -5 | -5 | 9 | -2 | 7 | -6 | 4 | 15 | 2 | 10
19 | CCSc1nc2sc3c(c2c(=O)[nH]1)CC(C)(CC)OC3 (stereo not drawn) | -3 | 8 | -7 | -5 | 10 | 10 | 8 | -3 | -7 | -11 | 8
20 | c1ccc(NCCSc2nc3ccccc3s2)cc1 | x | -20 | -9 | -37 | 9 | -4 | 14 | -36 | -168 | -152 | -28
21 | CCOc1ccccc1N(CC)C(=O)Cn1ncc2c(=O)oc3ccccc3c21 | -1 | -8 | -7 | x | -3 | 9 | 14 | x | -5 | 2 | -35
22 | O=C(N/N=C/c1ccc(N2CCOCC2)o1)c1cccc([N+](=O)[O-])c1 | 1 | 0 | -6 | 0 | 0 | 9 | 2 | -7 | -5 | 19 | 23
23 | O=[N+]([O-])c1ccccc1N/N=C/c1ccccc1 | 2 | -34 | -20 | -32 | -5 | -157 | 6 | -4 | -204 | -301 | -15
24 | CC(=O)c1sc2c(c1OC(=O)c1ccc(Cl)cc1)c(=O)n(-c1ccccc1)c(=S)n2-c1ccccc1 | x | 9 | -6 | 42 | 6 | 11 | 15 | -4 | 39 | -10 | 24
25 | CCCNC(=O)C(Cc1ccc(OC)cc1)NC(=O)c1ccc(Cl)cc1 (stereo not drawn) | -4 | 13 | -4 | -12 | 0 | -9 | 5 | -17 | -23 | -7 | 6
26 | CCOc1cc(-c2noc(N)c2C#N)cc(OCC)c1OCC | 1 | -3 | -5 | -3 | 18 | 27 | -11 | -1 | 6 | 23 | 45
27 | CCCc1cc(=O)oc2cc(C)cc(OCC(=O)NCCN3CCOCC3)c12 | 1 | 0 | -17 | 5 | -7 | 3 | 9 | 6 | -1 | -1 | -16
28 | CCCCN(C)C(=S)Nc1ccc(Oc2ccccc2)cc1 | 0 | 1 | -5 | -9 | 0 | -14 | -19 | -6 | -2 | -16 | 12
29 | O=C(Nc1ccc(Cl)cc1)Nc1nnc(CSCc2ccccc2)s1 | -3 | 13 | -7 | 14 | -3 | 16 | -11 | -6 | 39 | 12 | 22
30 | Cc1ccccc1NC(=O)CCCCCN1C(=O)[C@@H]2Cc3ccccc3CN2C1=O | -1 | -20 | -1 | 2 | -2 | 16 | -3 | -8 | 17 | 11 | 4
31 | O=C(Nc1ccc(S(=O)(=O)N2CCCCC2c2cccnc2)cc1)c1c(F)cccc1F (stereo not drawn) | 0 | 23 | 0 | -25 | -3 | -13 | 8 | -4 | 8 | 12 | -11
32 | CCCN1C2CCCC1CC(NC(=O)NC13CC4CC(CC(C4)C1)C3)C2 (stereo not drawn) | 2 | -64 | -6 | -8 | 9 | -29 | 0 | 5 | 9 | 19 | 9
33 | Cc1cc(NC(=O)CN2CCN(c3ccc(O)cc3)CC2)no1 | -1 | -5 | -3 | -1 | 0 | 2 | 3 | 8 | 2 | 25 | -6
34 | COc1ccccc1N1CCN(C(=O)c2sc3nc(C)nc(N4CCN(c5ccccn5)CC4)c3c2C)CC1 | 4 | 2 | -2 | 12 | -8 | 14 | -7 | -9 | 47 | 10 | 15
35 | O=Cc1c(OCc2ccccc2)ccc2ccccc12 | 4 | -79 | -4 | -62 | -1 | -57 | -3 | 1 | -191 | -311 | 1
36 | Cc1nc2ccc(NC(=O)[C@H](C)N3C(=O)C4CC=CCC4C3=O)cc2s1 (stereo partly drawn) | x | -7 | -6 | 1 | -1 | 14 | -2 | -7 | 5 | 6 | 16
37 | Cc1c(OC(C)C(=O)N2C[C@H]3C[C@@H](C2)c2cccc(=O)n2C3)ccc2c3c(c(=O)oc12)CCC3 (stereo partly drawn) | 0 | -1 | x | 1 | -9 | 9 | 1 | x | -12 | -18 | -1
38 | COc1ccc2cc3[n+](cc2c1OC)CCc1cc2c(cc1-3)OCO2 | 0&-1 | -8&13 | -6&-4 | 5&13 | 5&4 | 62&76 | 4&9 | 7&-9 | 5&-4 | -13&-10 | -48&-52
39 | CN(C)C(CNC(=O)c1ccccc1OCc1ccc(Cl)cc1)c1ccco1 (stereo not drawn) | 5 | 26 | -15 | -5 | 0 | 11 | 5 | -3 | 8 | 6 | 4
40 | Cn1c(Oc2ccc(F)cc2)c(C=O)c2ccccc21 | -2 | -3 | 6 | 18 | 12 | 5 | -15 | -3 | 9 | 22 | 34
41 | CSc1nsc(SCC(=O)Nc2cccc(NC(C)=O)c2)n1 | 4 | -6 | -4 | -17 | 22 | 5 | -14 | 9 | -57 | -117 | 1
42 | CCN=C1SC(C(=O)NCCc2ccccc2)CC(=O)N1CC (stereo not drawn) | -4 | -7 | -4 | 15 | x | 0 | -3 | 11 | 17 | 9 | -8
43 | O=C(Cc1ccccc1)Nc1nc(-c2cccs2)cs1 | 0 | -53 | -5 | -75 | -12 | -33 | 18 | -5 | -182 | -224 | -33
44 | Nc1nnc(CC(=O)N/N=C/c2ccc(-c3cccc(C(=O)O)c3)o2)s1 | -2 | -22 | -1 | -7 | -5 | 0 | 0 | 0 | -18 | -1 | 21
45 | CCS(=O)(=O)n1nc(-c2cccnc2)nc1NCc1ccc(F)cc1 | 2 | -3 | -5 | -4 | 2 | 16 | 1 | 10 | 13 | 24 | 11

Exported with each value named: three of the compounds above
45. CCS(=O)(=O)n1nc(-c2cccnc2)nc1NCc1ccc(F)cc1
  NR2E3 ag-1 = 2; NR2E3 ag-2 = -3; CaV13 FRET inh = -5; MITF TRPM1 inh = -4; Vif inh = 2; Shn3 3UTR inh = 16; KKLEB tox = 1; PDI turbidity = 10; Peg3 prom inh = 13; HIF-2a block = 24; CF NFkB block = 11

38. COc1ccc2cc3[n+](cc2c1OC)CCc1cc2c(cc1-3)OCO2
  NR2E3 ag-1 = 0&-1; NR2E3 ag-2 = -8&13; CaV13 FRET inh = -6&-4; MITF TRPM1 inh = 5&13; Vif inh = 5&4; Shn3 3UTR inh = 62&76; KKLEB tox = 4&9; PDI turbidity = 7&-9; Peg3 prom inh = 5&-4; HIF-2a block = -13&-10; CF NFkB block = -48&-52

42. CCN=C1SC(C(=O)NCCc2ccccc2)CC(=O)N1CC (stereo not drawn)
  NR2E3 ag-1 = -4; NR2E3 ag-2 = -7; CaV13 FRET inh = -4; MITF TRPM1 inh = 15; Vif inh = x; Shn3 3UTR inh = 0; KKLEB tox = -3; PDI turbidity = 11; Peg3 prom inh = 17; HIF-2a block = 9; CF NFkB block = -8

Another view of some results above.
Under each structure – NR2E3 ag-1, NR2E3 ag-2, CaV13 FRET inh, MITF TRPM1 inh, Vif inh, Shn3 3UTR inh, KKLEB tox, PDI turbidity, Peg3 prom inh, HIF-2a block, CF NFkB block
34) COc1ccccc1N1CCN(C(=O)c2sc3nc(C)nc(N4CCN(c5ccccn5)CC4)c3c2C)CC1
→ 4, 2, -2, 12, -8, 14, -7, -9, 47, 10, 15
35) O=Cc1c(OCc2ccccc2)ccc2ccccc12
→ 4, -79, -4, -62, -1, -57, -3, 1, -191, -311, 1
